HEK293 cAMP ctrl = raises cAMP in parental HEK293 cells, TSHR agonist counter-screen; parental HEK293 CNG cAMP sensor, membrane potential fluorescence; Potency, µM (top dose mostly 57.1 µM), without a hit: at the top dose activation, hits mostly activators; 73,000 tested, 2.5% active; AID 938; note: potency is the fitted concentration of half-maximal effect; % of control where 0% means no effect; nearly all actives have a fitted effect of over 55% in size
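Counterscreen for endogenous-receptor signalling: CNG-channel HEK 293 cells report cAMP rise by membrane depolarization. After 60 min dye equilibration with 100 uM RO 20-1724, compounds incubated 30 min before bottom-read fluorescence at 590 nm.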
Fluorescein fluor = compound autofluorescence in fluorescein spectral region | 59,000 tested, 0.91% active | Compound autofluorescence, 480/540 nm, fluorescein-equivalent; hits give high values | max fluorescein-equivalent concentration, M; in the data active = max fluorescein-equivalent concentration above about 10 nM; inconclusive = between about 1.1 nM and that limit
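Fluorescein stocks ranging 3 mM down to 300 nM, plus DMSO blanks, were pinned alongside compounds to build a per-plate standard curve. Buffer: 100 mM Tris, pH 8.0. Incubation 15 min, room temperature; filters 480/540 nm.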
BRCT PPI green = BRCA1 BRCT-phosphoprotein interaction inhibition; P38398; BRCA1 BRCT-phosphopeptide binding, green fluorescence polarization; Potency, µM (top dose mostly 76.9 µM), for the others: top-dose activity change, negative = inhibition, usual class: inhibitors; 75,000 tested, 0.05% active;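 note: potency is the fitted concentration of half-maximal effect; plate controls were peptide without protein for full effect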
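Fluorescence polarization: His-tagged BRCT (~35 kDa BRCA1 C-terminus, 250 nM) bound to 100 nM fluorescein-labeled phosphorylated 10-aa BACH1 peptide, pH 7.3 phosphate buffer with DTT and Tween 20. Compounds incubated 12 min at room temperature; inhibition read as lowered polarization.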
Casp7 inh = caspase-7 (human) inhibition, allosteric or competitive | 75,000 tested, 0.02% active | recombinant caspase-7, Ac-DEVD-AFC fluorescence rate | AID 889 | Potency, µM (highest dose often 57.5 µM), inactives show at the highest dose activity change, negative = inhibition, most hits filed as inhibitors; active = well fitted inhibition curve with a large enough effect in the main read-out, with a control signal flat, not every such curve was filed as active; inconclusive = small, poorly fitted or top-dose-only effect, or a change in a side signal; note: potency is the fitted concentration of half-maximal effect; % of control where 0% means no effect
A350 fluor = A350 region autofluorescence; Compound autofluorescence, 340/450 nm, Alexa 350 dye-equivalents; hits give high values; max dye-equivalent concentration, M; 59,000 tested, 11% active; AID 590; in the data active = max dye-equivalent concentration above about 10 nM; inconclusive = mostly about 1.1 nM to 9.6 nM
4-MU autofl = compounds fluorescent in 4-MU spectral region; AID 589; max dye-equivalent concentration, M; compound autofluorescence, 340/450 nm, 4-MU equivalents; hits give high values; 59,000 tested, 11% active; in the data active = max dye-equivalent concentration above about 10 nM; inconclusive = mostly about 1.1 nM to 9.6 nM
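Compounds in 100 mM Tris, pH 8.0, sat 15 min at room temperature before fluorescence was read at 340 nm excitation/450 nm emission; a per-plate six-point 4-MU standard curve converted signals to dye-equivalent concentration at each compound concentration.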
USP2a inhib = blocks human ubiquitin-specific protease USP2a. O75604. AID 927. USP2a enzymatic assay, qHTS inhibition. 60,000 tested, 0.1% active. Potency, µM (highest dose often 38.3 µM), for inactives: at the highest dose activity change, negative = inhibition, actives largely listed as inhibitors;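 note: potency is the fitted concentration of half-maximal effect; nearly all actives have a fitted effect of over 60% in size; plate controls were DMSO for no effect and NEM full inhibition control for full effect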
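20 nM USP2 core + cpd, 30 min RT; add 20 nM Ub-PLA2/20 uM NBD C6-HPC; read Ex460/Em535 at 0 h and 2.5 h. Normalized to NEM; qHTS curve fit/classification.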
BRCT PPI red = BRCT-phosphoprotein interaction inhibition (red fluorophore) | BRCT-phosphopeptide binding, red fluorescence polarization | Potency, µM (doses to about 76.9 µM), for inactives: at the highest dose activity change, negative = inhibition, actives largely listed as inhibitors | 75,000 tested, 0.03% active | AID 892; note: % is set by controls: 0 for no effect and ±100 for the full control effect
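Fluorescence polarization: 100 nM His-tagged BRCA1 BRCT with 100 nM TAMRA-labelled phospho-BACH1 decapeptide, phosphate buffer pH 7.3 with 150 mM NaCl, DTT, 0.01% Tween 20; 12 min RT. Binding inhibition seen as FP decrease.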
Rhodamine autofl = rhodamine region autofluorescence; Rhodamine-region fluorescence, 547/598 nm, Tris buffer; hits give high values; max dye-equivalent concentration, M; 59,000 tested, 0.05% active; AID 594; in the data active = max dye-equivalent concentration above about 11 nM; inconclusive = between about 1.1 nM and that limit
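A six-point rhodamine series on each plate calibrates the signal. Compounds sit in 100 mM Tris (pH 8.0) for 15 min at ambient temperature before imaging through 547 nm/598 nm filters.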
TexasRed autofl = compounds fluorescent in Texas Red spectral region | Compound fluorescence, Texas Red channel, 547/618 nm; hits give high values | max dye-equivalent concentration, M | 59,000 tested, 0.06% active; in the data active = max dye-equivalent concentration above about 10 nM; inconclusive = between about 1.1 nM and that limit
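Compound titrations in 100 mM Tris pH 8.0 were incubated 15 min at room temperature and read at 547 nm excitation / 618 nm emission. Texas Red six-point standard curve on each plate converted fluorescence to dye-equivalent concentration.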
Caspase-1 inhib = allosteric or competitive inhibitors of human caspase-1. Caspase-1 enzyme, Ac-WEHD-AFC fluorogenic rate. Potency, µM (series often up to 57.5 µM), for the others: at the highest dose activity change, negative = inhibition, actives largely listed as inhibitors. 75,000 tested, 0.03% active;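 note: potency is the fitted concentration of half-maximal effect; plate controls were vehicle for no effect and no substrate for full effect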
The depositor's hits bear a star; i = inactive; ? = inconclusive; nt = no result given; [ ] = another dose, or the depositor's remark. Unless noted, calls come from the whole dose curve; as a rule, active = well fitted curve in the direction sought with a large enough effect; inconclusive = small, poorly fitted or top-dose-only effect, or another doubt; inactive = no such curve, though single readings can be large; an effect the other way counts as inactive or inconclusive. These rows are one share of the data. The share of hits here may be higher or lower than overall.

Value order – A350 fluor	Casp7 inh	HEK293 cAMP ctrl	Fluorescein fluor	BRCT PPI red	Caspase-1 inhib	BRCT PPI green	4-MU autofl	USP2a inhib	Rhodamine autofl	TexasRed autofl
- CCN(CC)CCOc1ccc(/C(=C(\Cl)c2ccccc2)c2ccccc2)cc1
→ i	-1%	-1%[25.6 µM]	?	-1.3%	-1%	-2.9%[3.08 µM]	i	-8%	i	i
- N#Cc1ccc(CN2CCCC3(CCN(C(=O)c4ccco4)CC3)C2)cc1
→ i	-3%	15%	i	-0.6%	-4%	-0.9%	i	96%[activator]	i	i
- CCSc1nnc(Cc2cc(=O)[nH]c(=O)[nH]2)n1-c1cc(C)ccc1C
→ i	1%	26%	?	-1.9%	-1%	0.7%	i	-7%	i	i
- CN1CCN(c2ccnc(-c3ccccc3C(F)(F)F)n2)CC1
→ i	1%	32µM*	i	-0.8%	1%	-0.4%	i	-10%	i	i
- CCOC(=O)C1=C(Cn2ccc(C(F)(F)F)n2)NC(=O)NC1c1ccc2c(c1)OCO2 (stereo unspecified)
→ i	-2%	7%	i	0.7%	1%	6.1%	i	11%	i	i
- Nc1cccc(C(=O)Nc2ccccc2Cl)c1
→ nt	1%	-2%	nt	0.0%	-1%	-3.0%	nt	-1%	nt	nt
- COC(=O)c1cccc(Oc2nc3c(c(=O)n(C)c(=O)n3C)n2Cc2ccc(C)cc2)c1
→ i	4%	28%	i	-2.3%	0%	1.4%	i	5%	i	i
- Cc1ccc(NC(=O)C2CC(c3ccc(F)cc3)=NO2)cc1 (stereo unspecified)
→ i	0%	18%	i	0.2%	1%	1.3%	i	-1%	i	i
- COc1ccc2cc(C(c3nnnn3C3CCCC3)N3CCc4ccccc4C3)c(=O)[nH]c2c1 (stereo unspecified)
→ ?	-23%	1%	i	0.0%	?	1.6%	?	30%[activator]	i	?
- NC(=O)C1(N2CCCCC2)CCN(c2ccc3nnc(-c4ccccc4)n3n2)CC1
→ nt	-13%	4%	nt	-2.4%	0%	9.4%	nt	nt	nt	nt
- COc1ccc(OCC(=O)Nc2ccccc2OC(F)F)cc1
→ 1.1e-08M*	-25%	25%	i	-0.2%	?	-2.4%	1e-08M*	28%	i	i
- COC(C)(C)c1cc(C(C)(C)C)nc(N)n1
→ nt	1%	1%[11.4 µM]	nt	0.0%	0%	1.2%	nt	4%[7.66 µM]	nt	nt
- CCOC(=O)c1cnn(-c2nc(CC)nc3sc4c(c23)CCC4)c1N
→ ?	1%	-2%	i	-0.2%	0%	-0.6%	?	0%	i	i
- Cn1nc(-c2ccc(Cl)cc2)c2cc(C(=O)N3CCCC3)sc21
→ nt	-7%	3%	nt	0.6%	-3%	-0.6%	nt	nt	nt	nt
- CCc1nnc(NC(=O)c2ccc(S(=O)(=O)N3CCN(Cc4ccccc4)CC3)cc2)s1
→ i	0%	10%	?	-0.3%	0%	-2.0%	i	172%[activator]	i	i
- Cc1c(C(=O)N2CC(C)OC(C)C2)sc2nc(-c3ccccc3)cn12 (stereo unspecified)
→ ?	1%	17%	i	-1.5%	1%	-1.5%	?	6%	i	i
- Cc1cc(Cl)cc2c1NC(=O)[C@]21[C@@H]2C(=O)N(Cc3ccccc3)C(=O)[C@@H]2[C@@H]2CCCN21
→ i	-8%	-12%	?	0.7%	-11%	2.6%	i	38%[activator]	i	i
- Fc1ccc(OCCOCCNCC2CCCO2)cc1 (stereo unspecified)
→ i	nt	nt	i	nt	nt	nt	i	nt	i	i
- O=C(c1ccco1)N(c1ccccn1)c1ccccn1
→ nt	2%	-2%	nt	-0.2%	-1%	-0.7%	nt	-3%	nt	nt
- CCCCn1c(SCC(=O)NCCc2ccc(OC)c(OC)c2)nc2c1c(=O)n(C)c(=O)n2C
→ i	1%	6%	?	0.1%	0%	0.2%	i	4%	i	i

The last two records of the part before come first, to join the parts:
Value order – A350 fluor	Casp7 inh	HEK293 cAMP ctrl	Fluorescein fluor	BRCT PPI red	Caspase-1 inhib	BRCT PPI green	4-MU autofl	USP2a inhib	Rhodamine autofl	TexasRed autofl
- O=C(c1ccco1)N(c1ccccn1)c1ccccn1
→ nt	2%	-2%	nt	-0.2%	-1%	-0.7%	nt	-3%	nt	nt
- CCCCn1c(SCC(=O)NCCc2ccc(OC)c(OC)c2)nc2c1c(=O)n(C)c(=O)n2C
→ i	1%	6%	?	0.1%	0%	0.2%	i	4%	i	i
- Cc1nn(-c2ccccc2)c(N2CCCC2)c1/C=N/n1cnc2scc(-c3ccccc3)c2c1=O
→ 2.2e-07M*	2%	25%	?	0.7%	-3%	-2.6%	1.7e-07M*	24%	i	i
- CCCC(=O)Nc1cccc(NC(=O)c2ccc3c(c2)OCCO3)c1
→ i	0%	-10%	i	-1.2%	0%	-2.6%	i	-1%	i	i
- COc1cccc(CNC(=O)CN(C)S(=O)(=O)c2cnc[nH]2)c1
→ i	-1%	3%	?	-0.4%	1%	-2.6%	i	-2%	i	i
- CCOC(=O)C1=C(C)NC(=O)NC1c1ccc(F)cc1 (stereo unspecified)
→ i	-3%	9%	i	1.7%	-1%	0.1%	i	nt	i	i
- O=C(CC(Nc1ccccc1)C(=O)O)c1ccccc1 (stereo unspecified)
→ i	0%	5%	?	-2.0%	-1%	2.6%	i	14%	i	i
- COc1ccc([C@@H]2OC[C@]3(COC(C)=O)[C@H](C)C=C(C)[C@@H]2[C@H]3C)cc1
→ i	nt	?	i	nt	nt	nt	i	nt	i	i
- O=C(Nc1ccccc1)c1cc(N2CCOCC2)nc2ccccc12
→ 1.2e-07M*	nt	nt	i	nt	nt	nt	8.6e-08M*	nt	i	i
- COc1ccc(-n2c(=O)c3ccccc3n(CC(=O)NC3CCCCC3)c2=O)c(OC)c1
→ ?	0%	13%	i	-0.5%	0%	-2.2%	i	14%	i	i
- O=C(CCCCC(=O)Nc1c(I)cc(I)c(C(=O)O)c1I)Nc1c(I)cc(I)c(C(=O)O)c1I
→ i	0%[25.7 µM]	-2%[25.6 µM]	?	-3.0%[34.4 µM]	-2%[25.7 µM]	0.1%[34.4 µM]	i	-15%[17.1 µM]	i	i
- Cn1c(C(=O)N2CCCC(C(=O)N3CCN(C(=O)c4ccco4)CC3)C2)cc2sccc21 (stereo unspecified)
→ nt	-3%	3%	nt	0.8%	2%	0.8%	nt	nt	nt	nt
- COc1ccc(N2CC(O)=C(c3nc4ccccc4s3)C2=N)c(OC)c1
→ i	-1%	8%	i	-2.9%	-8%	5.7%	i	27%	i	i
- CCOC(=O)C1CCN(Cc2nc(-c3ccc(OC)c(OC)c3)no2)CC1
→ i	-1%	-1%	i	-2.6%	0%	-0.5%	i	3%	i	i
- COc1cc(S(=O)(=O)N(Cc2ccco2)C2CCCC2)ccc1-n1cnnn1
→ i	0%	?	i	-0.9%	-4%	0.5%	i	0%	i	i
- O=C(NCC1CCCO1)c1c(O)c2cccc3c2n(c1=O)CC3 (stereo unspecified)
→ 2e-08M*	0%	12%	i	-3.6%	1%	1.0%	2.1e-08M*	5%	i	i
- O=C(NCCCCC(NC(=O)C1CCCCC1)C(=O)O)c1ccccc1 (stereo unspecified)
→ i	0%	11%	i	0.0%	0%	1.5%	i	-9%	i	i
- COc1cc2ccc(=O)oc2c(OC)c1OC
→ nt	0%	nt	nt	-2.3%	0%	-1.6%[3.08 µM]	nt	-4%	nt	nt
- CCOC(=O)CSc1cccc2cccnc12
→ 4.4e-08M*	-1%	2%	i	-0.7%	-1%	0.7%	4e-08M*	6%	i	i
- CCOc1ccc(C(=O)Nc2ccc(N3CCN(C)CC3)cc2)cc1Br
→ i	1%	-14%	i	-1.2%	-1%	-0.2%	i	8%	i	i
- O=C(Nc1ccc2c(c1)OCO2)N1CCN(C(=O)C2CCCO2)CC1 (stereo unspecified)
→ ?	-2%	-1%	?	0.8%	-1%	-1.9%	?	1%	i	i
- O=C(c1ccc(Br)o1)N1CCN(Cc2ccc3c(c2)OCO3)CC1
→ i	0%	23%	?	-1.0%	1%	-1.4%	i	6%	i	i
- CCCOc1ccc(C(C)(O)CN2CCOCC2)cc1 (stereo unspecified)
→ ?	-1%	4%	i	0.7%	-2%	-0.6%	?	3%	i	i
- CCOC(=O)c1cnn(-c2ncnc3sc(C)c(C)c23)c1N
→ nt	-1%	0%	nt	-0.2%	-4%	-0.5%	nt	1%	nt	nt
- O=C1c2nc3ccccn3c2C(=O)N1Cc1ccccc1
→ nt	-10%	-1%[11.4 µM]	nt	0.9%	-17%	0.3%	nt	10%[7.66 µM]	nt	nt
- Cc1ccc(Cn2ccc(NC(=O)c3nc4ncccn4n3)n2)cc1
→ i	0%	5%	i	-4.6%	0%	0.3%	i	-3%	i	i
- O=C1C=C(O)c2ccccc2C1=O
→ nt	-4%	nt	nt	-1.6%	-3%	0.7%	nt	-10%	nt	nt
- O=C(Nc1nc2cc3c(cc2s1)OCCO3)c1cccc(S(=O)(=O)N2CCOCC2)c1
→ 1.5e-08M*	-15%	-3%	i	0.1%	?	-0.2%	1.8e-08M*	29%	i	i
